# Yfh1-depleted yeast: mitochondrial function rescue without frataxin homolog – Friedreich's ataxia, plus single-dose screen, dose response (AID 1465). S. cerevisiae Yfh1-off respiration, WST-1 reduction, 72 h; higher fold induction means a stronger effect. fold induction at 50 µM, or EC50 in µM where a hit was titrated. 0.074% of 220,000 active;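 active = fold induction of absorbance versus untreated yeast above a set limit, then at least 30% activation at any dose in follow-up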;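 note: activators that raise dye reduction in frataxin-depleted yeast; strong numbers were not always called active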
# WT yeast gro inh: growth inhibition of WT yeast, mitochondrial fusion screen; mitochondrial fusion phenotypic screen, WT strain; inhibition, % at 10 µM; AID 1362; 2.1% of 190,000 active; in the data active = inhibition above about 58%; tested in S. cerevisiae
# Insulin prom up: MIN6 insulin promoter up-regulation. MIN6 insulin promoter-GFP reporter, high-content imaging; hits give high values. z-score at 5 µM. 0.3% of 190,000 active. AID 1625;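 active = z-score above 3 at 5 µM with at least 500 cells counted in the well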
# bCat nuc transl: alters nuclear translocation of beta-catenin in HeLa cells; immunofluorescence imaging; nuclear translocation activity, % at 5 µM; 0.3% of 190,000 active; AID 1665;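 active = nuclear translocation activity above 50% at 5 µM, with a well cell count of 50 or more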;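 note: per-cell ratio of nuclear to cytoplasmic median beta-catenin stain intensity; plate controls were DMSO negative control for no effect and GSK-3 inhibitor IX positive control for full effect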
#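 test system = HeLa cells, endogenous beta-catenin | dosing = single 5 µM dose plus 0.02–20 µM confirmation series | times = compound treatment 24 h, 37°C, 5% CO2 | technique = beta-catenin immunofluorescence imaging with DAPI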
# Autophagy HCS: autophagy modulation, high-content screen; MEF GFP-LC3 puncta imaging; test concentration mostly 10 µM; calls only at 10 µM (by protocol); 0.98% of 190,000 active; AID 463193;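 active = percentage of spot-positive cells more than 3 SD above its plate mean, without a fluorescence outlier flag or 80% toxicity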;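 note: spot-positive cell cutoff set from DMSO-treated cells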
# AID2073: disruptors of CaV2.2 binding to Mint1 – biochemical, HTRF (AID 2073); HTRF protein-protein interaction, Mint1-CaV2.2; higher % means a stronger effect; inhibition, % at 20 µM; hits with a dose series show IC50 in µM; 0.19% of 290,000 active; in the data active = inhibition mostly above about 51%, no sharp cut-off; note: some results filed as inactive read as strong as hits
# HIV fusion peptide: inhibitors of HIV fusion peptide binding, primary screen, biochemical, uHTS, fluorescence dequenching (AID 1986) | inhibition, % at 20 µM; hits with a dose series show IC50 in µM | 0.3% of 290,000 active | cell-free peptide binding, fluorescence dequenching, 30 min; higher % means a stronger effect; in the data active = inhibition mostly above about 52%, no sharp cut-off; inactive = mostly below about 76%; note: some results filed as inactive read as strong as hits
# Dynein transport: blocks dynein driven cargo transport along microtubules. 3617.4 mouse cells, GR-EGFP nuclear translocation imaging; test concentration mostly 20 µM; stimulated with dexamethasone, 1 µM; hits give low values. z-score, hits read low. 0.47% of 220,000 active;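 active = plate z-score of nuclear minus cytoplasmic receptor signal below a set negative limit, without overly bright fluorescence or cell loss, cut at about -3.5 in these data, passing the limit was not always enough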;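 note: z-score of nuclear minus cytoplasmic ring GR-EGFP intensity difference per well; some compounds called inactive have numbers as strong as hits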
#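 Buffer or medium: tet-free, stripped-serum medium; Also added: dexamethasone, 1.0 µM final; Technique: high-content fluorescence imaging after fixation; Times: 48 h induction, 1 h compound, 30 min dex at 37 °C; Read-out: per-cell GR-EGFP intensity, nucleus versus surrounding cytoplasmic ring, well-averaged.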
# MT stabilizer: stabilizes microtubules in HeLa cells; 0.83% of 200,000 active; HeLa tubulin immunostaining HCS, 24 h; share of cells brighter than vehicle mean+2SD; AID 2205; % tubulin-high responders, % at 10 µM;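 active = plate Z-score above 3 for both tubulin-high and condensed-nucleus cell shares, with cell loss under 80%, at 10 µM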;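 note: anti alpha tubulin signal scored within the nucleus-defined area of each cell; some results filed as inactive read as strong as hits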
# WT yeast gro inh mutant strain: also measured in WT yeast gro inh; calls as there; inhibition, %; mitochondrial fusion phenotypic screen, mutant strain inhibition
# Dynein transport cytoplasmic EGFP: recorded beside Dynein transport, whose call it bears; z-score; measured here: cytoplasmic GR-EGFP intensity; hits give high values
# Dynein transport nuclear GR-EGFP: further read-out of Dynein transport, marked with its call; z-score; measured here: nuclear GR-EGFP intensity;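 lower value marks the stronger effect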
# Dynein transport cell count: recorded beside Dynein transport, whose call it bears; z-score; measured here: cell count per field
# Insulin prom up cell count: second read-out of Insulin prom up, no call of its own (marks repeat the call); cell count; measured here: cytotoxicity, nuclei count;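 total cells summed across four imaged fields per well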
# bCat nuc transl cell count 5 µM: second read-out of bCat nuc transl, no call of its own (marks repeat the call); cell count; measured here: cell count, cytotoxicity flag
# MT stabilizer Hoechst-high %: also measured in MT stabilizer; calls as there; % Hoechst-high responders; measured here: nuclear condensation Hoechst responders;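 share of cells brighter than vehicle mean plus two SD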
# MT stabilizer cytotoxicity %: further read-out of MT stabilizer, marked with its call; toxicity, %; measured here: cytotoxicity by cell density;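 0% = mean cell density of plate MIN control wells and 100% = no cells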
# Autophagy HCS cell loss 18 h: further read-out of Autophagy HCS, marked with its call; toxicity, %; measured here: cell loss, nuclei count;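 cell loss after 18 h compound exposure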
# Numbers without * were called inactive; i = inactive; · = not tested or not shown; + = active, no number.
SMILES,MT stabilizer,bCat nuc transl cell count 5 µM,Dynein transport nuclear GR-EGFP,bCat nuc transl,MT stabilizer Hoechst-high %,Autophagy HCS cell loss 18 h,Insulin prom up,Autophagy HCS,Yfh1-depleted yeast,MT stabilizer cytotoxicity %,WT yeast gro inh mutant strain,HIV fusion peptide,Insulin prom up cell count,Dynein transport,Dynein transport cytoplasmic EGFP,Dynein transport cell count,AID2073,WT yeast gro inh
Cn1c(=NC(=O)C(C)(C)C)sc2cccc(F)c21,·,1317,-0.37,-0.5,·,·,-0.32,·,i,·,·,-1.4%,1050,-0.79,0.097,0.89,2%,·
Cc1ccccc1NC(=O)Nc1nc2ccc(S(C)(=O)=O)cc2s1,4.7,1100,-0.58,-2.3,1.8,12,0.3,i,i,2.2,8,12%,1424,-0.85,-0.33,1.1,16%,8
COc1cc(/C=C2\NC(=S)N(C)C2=O)ccc1O,2.6,924,0.85,1.9,2.8,-1,2.6,i,i,9.8,12,3.6%,1586,0.41,0.91,-1.6,-19%,12
O=C(O)C1(NS(=O)(=O)c2ccc(F)c(Cl)c2)CCCCC1,3.0,·,0.37,·,2.0,-6,·,i,i,6.5,-1,0.4%,·,0.62,-0.24,-0.77,-12%,-6
Cc1nnc2sc(-c3ccco3)nn12,3.3,1053,-0.77,-1.9,2.0,-8,-0.97,i,i,8.9,-18,0.5%,1354,-0.25,-0.29,0.78,-1%,-13
CCOc1ccccc1NC(=O)C1CCCN1C(=O)OCc1ccccc1 (stereo not drawn),3.1,·,-0.3,·,2.3,-29,-0.04,i,i,11,-4,-0.9%,1412,-1.2,-0.14,0.27,-2%,8
CCOC(=O)C1=C(C)S/C(=C\N(C)C)C1=O,2.1,1126,0.034,-0.7,2.1,-1,0.18,i,i,7.9,-15,-1.6%,988,0.69,-0.16,0.11,20%,4
CCCCNC(=O)Nc1c(C)cc(SC#N)cc1C,7.5,936,0.47,5.1,2.1,12,-0.03,i,i,6.5,3,0.3%,1037,0.023,-0.29,0.09,-10%,-13
COc1cc(CNCCCCO)ccc1OCc1ccccc1F,1.2,1074,-0.36,-3.2,1.3,14,0.05,i,i,11,-3,0.6%,1641,-0.74,-0.071,0.83,-2%,-6
CC1CCN(CCNC(=O)c2ccc(NC(=O)C3CCCO3)cc2)CC1 (stereo not drawn),2.3,1086,0.57,-1.7,4.2,-6,-0.86,i,i,8.9,-3,-0.6%,1220,0.094,-0.19,-0.56,-5%,3
O=C(O)CN1CCN(Cc2ccccc2Cl)C1=O,2.3,·,0.95,·,2.2,10,·,i,i,17,·,·,·,1.4,-0.2,-1.7,·,·
Cc1cc(C)n(CCNC(=O)CC2C(=O)NCCN2CC2CCCCC2)n1 (stereo not drawn),1.2,1613,0.049,-0.1,0.8,2,·,i,i,4.5,7,1.9%,·,-0.47,-0.21,0.4,7%,0
Cc1cc(C)c2c3c(cn2n1)c(=O)n(C)c(=O)n3C,1.8,·,-0.59,·,1.6,1,·,i,i,4.6,·,·,·,-0.4,0.0035,-0.57,·,·
CCSC1=C(C#N)C(c2ccccc2OC)CC(=O)N1 (stereo not drawn),3.0,1038,1.8,-1.0,1.3,20,0.89,i,i,3.4,2,-0.9%,1139,2.6,0.23,-1.8,-6%,12
CCOC(=O)c1cnn(-c2nc(-c3ccccc3)nc3c2COC(C)(C)C3)c1N,3.8,761,0.66,5.0,2.8,27,·,i,i,3.9,-21,-3.6%,·,1,-0.22,0.13,0%,11
CNC(=S)Nc1ccc2nc(C)oc2c1,2.5,1555,0.53,-0.7,1.6,-26,·,i,i,7.9,-2,-1.2%,·,0.58,-0.069,-0.36,17%,6
O=C(NN1C(=O)C2C3C=CC(C4CC34)C2C1=O)c1cccc(Cl)c1 (stereo not drawn),2.2,·,-0.19,·,1.5,-15,-0.58,i,i,4.1,-1,1.3%,1531,-0.69,-0.24,0.49,0%,-3
CC1(C)CC(N2CCCC2)=CC(=[N+]2CCCCCC2)C1,2.2,977,0.26,-2.2,2.5,15,-4.5,i,i,5.7,8,-2.7%,504,-0.45,-0.32,0.75,37%,1
CCOc1ccc(-n2c(N)c(-c3nc4ccccc4n3C)c3nc4ccccc4nc32)cc1,4.5,1091,0.57,-2.6,4.3,-1.7*,0.08,+,i,5.8,8,-1.9%,1485,-0.2,4,-0.48,31%,22
CCSC1=N/C(=C\c2ccccc2)C(=O)N1c1ccc(OC)cc1,2.4,·,0.056,·,2.7,10,0.19,i,i,5.3,-9,-0.4%,1217,-0.1,-0.18,-0.22,8%,-4
Cc1nc(NC(=O)c2ccccc2)sc1-c1csc(NCc2ccco2)n1,5.1,1049,0.26,0.9,5.5,-11,-0.46,i,i,0.1,15,18%,1085,-0.085,-0.22,-0.17,24%,17
O=C(Nc1ccccc1)[C@@H]1[C@@H]2C(=O)N(c3ccc(F)cc3)C(=O)[C@@H]2[C@H]2C=CC=NN21,·,1345,0.0039,-0.4,·,·,0.13,·,i,·,·,11%,1383,0.042,-0.24,0.25,-13%,·
CN1CC(=O)N(CC(=O)Nc2ccc3c(c2)CCC3)C1=O,2.9,1080,-0.48,0.8,1.6,5,0.45,i,i,11,3,2.0%,1221,-0.65,-0.27,1.2,-5%,-2
COCCN(C(=O)C(C)C)c1nnc(-c2cccc(C)c2)s1,3.6,815,-0.078,0.6,2.5,-10,-0.99,i,i,3.8,20,-2.0%,1163,-0.61,-0.39,0.68,11%,25
COc1ccc(C(=O)CSc2nc3ccccc3n2CC(=O)c2ccccc2)cc1,2.3,1031,0.6,-1.5,1.3,4,-0.12,i,i,6.3,33,-2.6%,1313,0.48,-0.14,-0.048,-7%,23
Cn1c(CC(=O)Nc2ccc(Cl)c(Cl)c2)nnc1SCC(=O)N1CCN(c2ccccc2)CC1,2.5,1379,0.15,-3.0,1.2,7,-0.07,i,i,3.8,-3,-3.4%,1525,0.0043,-0.31,0.00066,-2%,8
CCc1cc2cccc(C)c2nc1SCC(=O)Nc1cc(C)on1,2.2,1018,1,-2.8,2.0,-8,0.57,i,i,10,-16,-0.7%,1423,1.2,-0.21,-0.74,6%,-11
CCOc1ccc(Cn2c(=O)sc3ccccc32)cc1OC,·,1239,1.3,0.1,·,·,1,·,i,·,·,-1.1%,902,0.7,0.33,-2.2,1%,·
COc1ccc(CC(=O)NCc2ccc3c(c2)cc(C)n3C)cc1,2.1,1134,0.88,-1.3,1.4,-15,-0.14,i,i,3.4,-15,2.0%,1533,2,-0.13,-1.5,8%,21
COc1cccc(OC)c1C(=O)Nc1ccc(CN2CCCCC2)cc1,1.9,1049,-0.27,0.5,1.5,15,0.33,i,i,8.2,-7,-0.4%,822,-0.44,-0.13,0.25,6%,13
CS(=O)(=O)N(CC(N)=O)c1cccc(Br)c1,4.6,1173,0.35,-3.8,2.3,-1,0.26,i,i,2.8,-3,-0.5%,1172,0.95,-0.21,0.27,13%,-9
CC(=O)C1=C(O)CC(C)(C)CC1=NCCc1nc2ccccc2[nH]1,4.1,1073,-0.19,1.2,0.8,3,0.31,i,i,3.2,4,-1.1%,1214,-0.091,-0.064,-0.66,15%,27
C=CCOc1ccc2nnc(C)n2n1,1.3,·,-0.79,·,4.6,-1,0.13,i,i,11,1,0.4%,1113,-1.1,-0.3,2.3,8%,-4
CSc1ccc(-c2cc(=O)c3ccccc3o2)cc1,3.7,872,-0.045,0.8,3.6,1,-0.19,i,i,1.1,30,-1.3%,1792,0.13,-0.29,0.61,42%,30
Nc1nc(N)nc(-c2ccccn2)n1,1.9,1383,-0.5,1.3,2.2,0,-0.97,i,i,8.1,-3,-1.5%,1235,-0.87,-0.18,0.84,-5%,9
CCCCNC(=O)Nc1c(C(=O)OC)[nH]c2ccc(C)cc12,2.0,982,-0.27,0.5,1.3,-5,-0.21,i,i,5.2,5,-1.5%,1000,-0.86,-0.23,0.64,-4%,30
COc1cc(C)nc(Oc2ccc(/C=N/O)cc2)n1,4.4,1031,1.2,-1.2,2.3,-12,0.96,i,i,11,8,0.4%,1288,1.5,-0.04,-0.47,-4%,-11
Cc1nnc(SCC(=O)c2cc(C)n(-c3ccc4c(c3)OCO4)c2C)s1,4.8,1131,0.081,2.9,1.9,17,-4.2,i,i,7.6,-52,-1.9%,888,-0.096,-0.094,0.45,-2%,-15
CC(=O)N/C(=C\c1cccc([N+](=O)[O-])c1)C(=O)NC(C)C,2.6,529,0.55,-2.7,3.3,-5,0.69,i,i,6.7,11,1.8%,1239,0.77,-0.073,-0.28,-5%,3

# The order is random; any-hit rate near 4.2%.
